Screening results deposited in PubChem by several laboratories.
PKA-R2B activ – activates the human PKA-R2B holoenzyme complex. P22694+P31323. PKA-R2B holoenzyme dissociation, Cy5-IP20 fluorescence polarization; R2B truncated from residue 108, S112A mutant; 0% DMSO only, 100% 113 µM cGMP. activation, % at 11.4 µM. hit rate 0.079% among 340,000. AID 504700;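 active means activation above a cutoff set at the mean over all compounds plus 3 SD, cut at about 18% in these data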;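 further: higher means more holoenzyme dissociation and a rise in polarization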
Target sequence (P31323 whole entry, looked up, other chains not shown, the tested form may be a part): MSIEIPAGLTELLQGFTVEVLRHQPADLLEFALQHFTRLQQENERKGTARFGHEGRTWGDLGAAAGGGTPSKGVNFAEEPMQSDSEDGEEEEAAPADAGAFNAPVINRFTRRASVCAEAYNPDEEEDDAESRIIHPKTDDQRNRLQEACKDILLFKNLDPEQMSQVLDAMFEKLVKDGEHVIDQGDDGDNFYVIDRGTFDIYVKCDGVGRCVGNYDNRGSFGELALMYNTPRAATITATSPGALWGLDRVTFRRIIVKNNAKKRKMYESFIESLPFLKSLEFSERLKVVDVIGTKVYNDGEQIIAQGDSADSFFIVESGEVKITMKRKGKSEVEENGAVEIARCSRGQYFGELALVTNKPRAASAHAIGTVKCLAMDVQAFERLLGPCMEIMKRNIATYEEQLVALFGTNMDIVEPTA
CAL PDZ FP-1 – blocks peptide binding to human CAL PDZ domain; AID 504414; hit rate 0.02% among 330,000; inhibition, % at 20 µM; purified CAL PDZ, TMR-peptide fluorescence polarization, 1 h; Q9HD26;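 active means highest replicate inhibition of at least 40%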;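 further: plate controls were DMSO neutral control wells for no effect and unlabeled competitor peptide control wells for full effect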
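Material: tagged CAL PDZ protein CerCALP, purified; buffer or medium: sodium phosphate/NaCl buffer pH 7.4 with TCEP, IgG, Thesit; also added: fluorescent TMR peptide probe; schedule: 1 h incubation at room temperature before polarization reading; technique: fluorescence polarization from S- and P-plane intensities, G-factor corrected; control set: unlabelled peptide and DMSO controls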
CAL PDZ FP-2 – inhibitors of human CAL PDZ peptide binding; purified CAL PDZ, TMR-peptide fluorescence polarization, 1 h; hit rate 0.92% among 300,000; inhibition, % at 24.9 µM; AID 602252; Q9HD26;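 active means mean inhibition of at least 30% with at least half of replicates also reaching 30%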;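 further: 0% = DMSO neutral control and 100% = excess unlabeled competitor peptide PRC23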
Cardiac RTF inh – cardiac RTF calcium desensitization; P19429+P45379; IANBD-labeled cardiac RTF, Ca2+ fluorescence; inhibition, % at 7.15 µM; hit rate 0.12% among 340,000;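 active means inhibition above the mean inhibition of all tested compounds plus 3 SD, cut at about 17% in these data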;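 further: assay run at fixed EC70 calcium of 1.6 mM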
SR-BI uptake up – SR-BI HDL lipid transfer activation; CHO ldlA[mSR-BI] cells, DiI-HDL uptake fluorescence, 3 h; 100 = double the neutral-control signal; hit rate 0.096% among 320,000; activation, % at 12.5 µM;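 active means mean replicate activation of at least 60% and every replicate at or above 60%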;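 further: 0% = median plate neutral-control signal and 100% = twice that signal; values of inactives mirror those of a sister screen read the other way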
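Test system: SR-BI-overexpressing, LDLR-lacking CHO cells. Measured by: DiI fluorescence, bottom read. Medium: Ham's F12 with 0.5% BSA, HEPES 25 mM, pH 7.4. Timing: 3 h uptake period with compound, 37 °C.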
Rtt109 Vps75 – inhibitors of Candida albicans Rtt109/Vps75 histone acetyltransferase; inhibition, % at 34.9 µM; Q5AAJ8; AID 540336; purified Rtt109/Vps75, ThioGlo CoA-SH fluorescence, 4 h; hit rate 0.16% among 330,000;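 active means inhibition of at least 50% in every replicate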
cardiac RTF act – cardiac RTF calcium sensitization. P19429+P45379. IANBD-labeled TnC RTF fluorescence at EC20 calcium; 0% EC20 calcium, 100% full calcium. activation, % at 7.2 µM. hit rate 0.24% among 340,000;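 active means activation above the mean over all tested compounds plus 3 SD, cut at about 30% in these data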;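 further: rise in fluorescence read as greater calcium sensitivity of cardiac thin filaments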
DAGLB inh – blocks human DAGLB lipase activity. inhibition, % at 5.17 µM. HEK293T DAGLB membrane lysate, EnzChek fluorogenic substrate. hit rate 0.059% among 340,000; in the data active means inhibition above about 34%;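 further: 0% = enzyme with vehicle and 100% = wells lacking enzyme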
Keap1-Nrf2 PPI – inhibitors of human Keap1-Nrf2 protein-protein interaction; Q14145; inhibition, % at 9.4 µM; Keap1 Kelch-Nrf2 peptide fluorescence polarization, 1536-well; hit rate 0.15% among 340,000; in the data active means inhibition above about 12%;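 further: human Keap1 Kelch domain with fluorescein labeled Nrf2 9mer peptide probe; 0% = neutral control wells and 100% = peptide positive control; higher means more block of Keap1 binding to Nrf2 peptide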
Target sequence (Q14145 whole entry, looked up, the tested form may be a part): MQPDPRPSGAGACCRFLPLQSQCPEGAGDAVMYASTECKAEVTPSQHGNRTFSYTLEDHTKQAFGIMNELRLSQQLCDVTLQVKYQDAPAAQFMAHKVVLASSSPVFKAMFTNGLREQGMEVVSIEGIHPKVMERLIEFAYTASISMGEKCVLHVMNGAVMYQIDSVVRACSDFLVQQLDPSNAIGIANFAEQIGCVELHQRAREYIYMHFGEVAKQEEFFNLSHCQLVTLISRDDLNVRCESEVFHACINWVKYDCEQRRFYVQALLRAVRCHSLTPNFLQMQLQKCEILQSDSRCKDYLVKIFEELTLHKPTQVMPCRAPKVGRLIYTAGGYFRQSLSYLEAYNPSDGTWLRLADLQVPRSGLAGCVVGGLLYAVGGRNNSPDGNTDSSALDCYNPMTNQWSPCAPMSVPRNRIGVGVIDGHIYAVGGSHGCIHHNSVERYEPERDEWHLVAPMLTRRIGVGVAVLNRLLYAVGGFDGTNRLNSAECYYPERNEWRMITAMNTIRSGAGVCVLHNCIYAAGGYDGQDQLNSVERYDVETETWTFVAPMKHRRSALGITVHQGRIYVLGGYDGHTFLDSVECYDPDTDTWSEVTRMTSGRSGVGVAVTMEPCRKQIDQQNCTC
LANA DNA inh – inhibitors of KSHV LANA C-terminal domain DNA binding; hit rate 0.078% among 340,000; MBP-C-LANA/FAM-LBS DNA binding, fluorescence polarization; inhibition, % at 9 µM; AID 504423;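 active means highest replicate inhibition at or above 60% at 9 µM, even if other replicates fall short; inactive means all replicates below 60% inhibition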;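 further: 0% = neutral control wells and 100% = 4 µM acridine orange control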
* marks the source's active call; other numbers are inactive results; . = not tested or not shown. An unsorted share of the library, and some 1.6% of all compounds hit somewhere here.

The opening 16 compounds, to show the layout:
SMILES	PKA-R2B activ	CAL PDZ FP-1	CAL PDZ FP-2	Cardiac RTF inh	SR-BI uptake up	Rtt109 Vps75	cardiac RTF act	DAGLB inh	Keap1-Nrf2 PPI	LANA DNA inh
Cc1ccc(OCC(=O)Nc2ccc(S(=O)(=O)Nc3ccccn3)cc2)c(C)c1	-14	-1.0	-3	2	8	-8	4	1	-5	-0.1
CC1=C(CC(=O)O)c2cc(F)ccc2/C1=C\c1ccc(S(C)=O)cc1 (centres undefined)	1	-0.3	1	1	13	7	1	2	-5	-5.3
CCCCOc1ccc(C(=O)N/C(=C\c2cccc([N+](=O)[O-])c2)C(=O)OC(C)C)cc1	-4	0.6	-2	-5	-40	-7	1	-10	-7	-0.3
COc1ccccc1NC(=O)COc1ccc(/C=N/n2cnnc2)cc1OC	-1	-0.4	-5	5	-21	-4	1	1	2	0.7
CCOC(=O)C1(Cc2ccc(Cl)cc2)CCN(Cc2cnc(N)nc2)CC1	-5	0.8	-1	0	5	2	4	2	2	-2.2
O=C(O)C(O)(c1ccccc1)C(O)c1ccccc1 (centres undefined)	-4	-1.8	2	3	26	-8	0	-3	-1	-0.3
CCCCC(=O)Nc1ccc(C(=O)Nc2cc(C(F)(F)F)ccc2Cl)cc1	1	0.4	-3	2	-68	-5	-1	-2	2	1.4
CC(C)Cc1nnc(NC(=O)CCC(=O)NCCc2ccccc2)s1	-2	-1.4	0	-6	10	4	2	1	-4	-1.0
Cc1ccc2c(CNCc3ccccc3)cc(=O)oc2c1	11	-3.5	-4	1	-15	10	3	-3	-5	0.8
COCCNC(=O)c1ccc(CS(=O)(=O)c2ccccc2)o1	-7	-0.7	-2	-6	3	1	0	0	-3	-1.6
O=C(Nc1ccccc1C(=O)Nc1ccc(Br)cn1)c1ccccc1Cl	-4	-2.2	-4	-11	-9	2	1	-12	2	-0.1
O=C(C1CC(=O)N(c2ccccc2)C1)N1CCC(c2nc3ccccc3[nH]2)CC1 (centres undefined)	-1	-0.8	8	-11	36	-10	9	1	0	0.0
Cc1ccc(C(=O)CSc2nnc(-c3ccccc3)n2-c2ccccc2)o1	-8	-1.3	-2	-2	11	-6	2	-2	-4	0.8
O=C(COC(=O)c1ccc([N+](=O)[O-])o1)NCc1ccccc1	-14	-0.6	-3	5	13	11	-2	-1	-2	1.7
COC(=O)Cc1c(CSc2ccccc2)oc2ccc(O)c(CN(C)C)c12	-4	-1.9	-7	-3	-8	-1	-5	-1	-2	1.5
CC1CCN(C(=O)CNC(=O)Cn2ccc3ccccc3c2=O)CC1	-3	-0.3	.	-8	19	-1	4	0	-5	-0.6

The whole of this part, from the start:
SMILES	PKA-R2B activ	CAL PDZ FP-1	CAL PDZ FP-2	Cardiac RTF inh	SR-BI uptake up	Rtt109 Vps75	cardiac RTF act	DAGLB inh	Keap1-Nrf2 PPI	LANA DNA inh
Cc1ccc(OCC(=O)Nc2ccc(S(=O)(=O)Nc3ccccn3)cc2)c(C)c1	-14	-1.0	-3	2	8	-8	4	1	-5	-0.1
CC1=C(CC(=O)O)c2cc(F)ccc2/C1=C\c1ccc(S(C)=O)cc1 (centres undefined)	1	-0.3	1	1	13	7	1	2	-5	-5.3
CCCCOc1ccc(C(=O)N/C(=C\c2cccc([N+](=O)[O-])c2)C(=O)OC(C)C)cc1	-4	0.6	-2	-5	-40	-7	1	-10	-7	-0.3
COc1ccccc1NC(=O)COc1ccc(/C=N/n2cnnc2)cc1OC	-1	-0.4	-5	5	-21	-4	1	1	2	0.7
CCOC(=O)C1(Cc2ccc(Cl)cc2)CCN(Cc2cnc(N)nc2)CC1	-5	0.8	-1	0	5	2	4	2	2	-2.2
O=C(O)C(O)(c1ccccc1)C(O)c1ccccc1 (centres undefined)	-4	-1.8	2	3	26	-8	0	-3	-1	-0.3
CCCCC(=O)Nc1ccc(C(=O)Nc2cc(C(F)(F)F)ccc2Cl)cc1	1	0.4	-3	2	-68	-5	-1	-2	2	1.4
CC(C)Cc1nnc(NC(=O)CCC(=O)NCCc2ccccc2)s1	-2	-1.4	0	-6	10	4	2	1	-4	-1.0
Cc1ccc2c(CNCc3ccccc3)cc(=O)oc2c1	11	-3.5	-4	1	-15	10	3	-3	-5	0.8
COCCNC(=O)c1ccc(CS(=O)(=O)c2ccccc2)o1	-7	-0.7	-2	-6	3	1	0	0	-3	-1.6
O=C(Nc1ccccc1C(=O)Nc1ccc(Br)cn1)c1ccccc1Cl	-4	-2.2	-4	-11	-9	2	1	-12	2	-0.1
O=C(C1CC(=O)N(c2ccccc2)C1)N1CCC(c2nc3ccccc3[nH]2)CC1 (centres undefined)	-1	-0.8	8	-11	36	-10	9	1	0	0.0
Cc1ccc(C(=O)CSc2nnc(-c3ccccc3)n2-c2ccccc2)o1	-8	-1.3	-2	-2	11	-6	2	-2	-4	0.8
O=C(COC(=O)c1ccc([N+](=O)[O-])o1)NCc1ccccc1	-14	-0.6	-3	5	13	11	-2	-1	-2	1.7
COC(=O)Cc1c(CSc2ccccc2)oc2ccc(O)c(CN(C)C)c12	-4	-1.9	-7	-3	-8	-1	-5	-1	-2	1.5
CC1CCN(C(=O)CNC(=O)Cn2ccc3ccccc3c2=O)CC1	-3	-0.3	.	-8	19	-1	4	0	-5	-0.6
Cc1nc(NCCNC(=O)c2ccco2)c2c(C)c(C)sc2n1	1	-2.9	-3	-1	11	1	1	-1	-2	4.4
c1ccc(Oc2nc(-c3cccnc3)nc3ccccc23)cc1	-10	-2.8	.	-8	-9	5	9	-9	2	0.2
Cc1csc(SCC(=O)c2cc(C)n(Cc3cccs3)c2C)n1	-2	-1.9	-1	1	-19	-3	0	-9	-2	-2.9
O=c1[nH]c2cc(C(F)(F)F)ccc2n1-c1cc(C(F)(F)F)ccc1O	6	-0.3	-2	4	-19	7	16	-1	15*	-4.5
CC(=O)Nc1cccc(Oc2ccc3c(c2)C(=O)N(CCC(=O)O)C3=O)c1	2	-1.8	-4	-11	30	-1	1	-1	-4	-1.3
O=C(CCC(=O)N(CC(=O)NC1CCCC1)c1ccccc1F)Nc1nccs1	-6	-3.3	-7	-26	0	5	1	-1	-7	0.1
Cc1cc2ncc(S(=O)(=O)C(C)(C)C)c(N)n2n1	15	0.0	4	9	28	-15	0	0	-4	0.0
CC1CC1C(=O)OCC(=O)Nc1cccc(S(=O)(=O)NC2=NCCCCC2)c1 (centres undefined)	-12	0.4	-5	-1	16	-6	-5	1	-2	0.7
CC(C(=O)N1CCc2ccccc21)N1CCN(Cc2ccccc2)CC1 (centres undefined)	6	-0.2	-5	1	.	-2	-2	-6	2	-3.9

Additional structures follow.
SMILES	PKA-R2B activ	CAL PDZ FP-1	CAL PDZ FP-2	Cardiac RTF inh	SR-BI uptake up	Rtt109 Vps75	cardiac RTF act	DAGLB inh	Keap1-Nrf2 PPI	LANA DNA inh
O=C(NCC1CCCO1)c1cccs1 (centres undefined)	-6	-2.4	.	-5	11	8	-1	-1	2	-0.4
COc1cc(/C=N/N=C2/NC(=O)C(CC(=O)O)S2)ccc1OCc1ccc(Cl)cc1 (centres undefined)	-12	-3.3	-4	5	2	5	-1	4	-1	3.2
CCCS(=O)(=O)c1c(S(=O)(=O)CCC)c2c(N)cccn2c1C(=O)c1ccc(F)cc1	-10	-1.9	-1	-1	-2	1	-4	3	-1	-1.5
O=C(CN1C(=O)S/C(=C\c2ccccc2Cl)C1=O)NC1C=CS(=O)(=O)C1 (centres undefined)	6	-0.3	-6	-6	8	-8	5	2	-5	-0.1
O=C(O)c1ccccc1NC(=O)C(Cc1ccccc1)N1C(=O)c2ccccc2C1=O (centres undefined)	5	-1.1	-8	6	9	.	7	9	-1	-0.3
COc1ccc(CCNS(=O)(=O)c2cnc(Cl)c(Br)c2)cc1OC	1	-0.4	-1	-13	11	0	6	3	-1	-1.2
N#Cc1cccnc1N1CCN(C(=O)c2ccc3c(c2)S(=O)(=O)c2ccccc2C3=O)CC1	-16	0.5	-2	-6	-5	4	-5	3	-5	1.6
CCOC(=O)CSc1nnc(CSc2nc3sc4c(c3c(=O)[nH]2)CCC4)n1-c1ccccc1	4	-1.4	-3	-5	21	-1	1	5	-4	-1.0
COc1cccc(CNC23CC4CC(CC(C4)C2)C3)c1OCc1ccccc1	-12	-2.4	1	2	.	10	-2	4	-1	-0.7
Fc1ccc(CNCc2ccc3c(c2)OCO3)cc1	5	.	4	4	12	-5	0	0	0	5.9
COc1ccc(-c2nnc3sc(-c4cccs4)nn23)cc1OC	-7	.	-2	5	-51	-20	0	-4	-2	-0.6
Cc1nc2ccccc2nc(C)c1=NO	5	-0.5	-18	-1	10	1	-1	1	-7	3.2
Cn1nc(C(=O)N2CCN(S(=O)(=O)c3ccccc3)CC2)c2ccccc2c1=O	-3	.	-2	-2	24	3	4	-1	1	1.3
Cc1cccc(N=C(NO)c2nonc2N)c1	-16	0.2	-2	10	18	12	14	3	-4	0.0
COc1ccc(CNC(=O)CN(c2cccc(OC)c2)S(C)(=O)=O)cc1	-2	-1.3	-4	-1	.	.	1	-4	8	1.6
COC(=O)c1ccccc1NC(=O)CC(=O)Nc1ccccc1C(=O)OC	-14	-0.4	0	-1	1	.	0	-2	3	0.8
Cc1ccccc1Cn1nc(C)c(NC(=O)c2noc3c2CCc2ccccc2-3)c1C	-2	-0.5	.	-7	-44	-3	-3	-5	-5	1.2
CCOC(=O)CCSCC(=O)N1N=C(c2cccs2)CC1c1ccc(C)cc1 (centres undefined)	-12	-0.8	-6	0	23	3	5	-5	2	-0.1
CC(C)(C)c1ccc(/C=N/NC(=O)C[n+]2ccccc2)cc1	-6	-0.3	0	-3	15	-15	-5	-1	4	2.7
O=C1c2ccccc2-c2c1c1ccccc1c(=O)n2CCO	1	-2.0	-2	-3	0	2	0	15	-2	0.6
O=C(CN1CCN(c2ccc(O)cc2)CC1)Nc1ccc2c(c1)OCCCO2	-6	0.1	-5	2	-75	4	0	2	-4	0.9
CCCc1cc(=O)[nH]c(SCC(=O)c2c(C)[nH]c3ccccc23)n1	-3	-2.9	-3	-4	.	4	1	2	1	0.7
Cc1cccc2sc(NC(=O)C3CCN(S(=O)(=O)c4cc([N+](=O)[O-])ccc4Cl)CC3)nc12	1	-1.1	-6	1	-62	7	-4	-1	0	1.5
COc1ccc(NS(=O)(=O)c2cccc(C(=O)N/N=C(\C)c3ccc(-n4ccnc4)cc3)c2)cc1	-13	-0.6	.	-7	-33	-1	1	-1	7	0.6

Part of the list above, with values under each structure:
Under each structure – PKA-R2B activ, CAL PDZ FP-1, CAL PDZ FP-2, Cardiac RTF inh, SR-BI uptake up, Rtt109 Vps75, cardiac RTF act, DAGLB inh, Keap1-Nrf2 PPI, LANA DNA inh
- CCOC(=O)CCSCC(=O)N1N=C(c2cccs2)CC1c1ccc(C)cc1 (centres undefined)
  -12, -0.8, -6, 0, 23, 3, 5, -5, 2, -0.1
- CC(C)(C)c1ccc(/C=N/NC(=O)C[n+]2ccccc2)cc1
  -6, -0.3, 0, -3, 15, -15, -5, -1, 4, 2.7
